# Insulin prom up – MIN6 insulin promoter up-regulation | AID 1625 | z-score at 5 µM | MIN6 insulin promoter-GFP reporter, high-content imaging; hits give high values | hit rate 0.3% among 190,000;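 active means z-score above 3 at 5 µM with at least 500 cells counted in the well; inconclusive means wells under 500 cells, flagged as cytotoxic or low count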
# RSV CPE inhibition – inhibition of RSV-induced cytopathic effect – HEp-2 cells, primary 10 µM value included (AID 2391) | one-dose CPE inhibition, % at 10 µM; IC50 in µM for titrated hits | HEp-2 cells, RSV-induced CPE inhibition; higher % means a stronger effect | hit rate 0.13% among 310,000; in the data active means a potency from the dose series; inconclusive means CPE inhibition mostly from about 23% at the one dose, without a potency; inactive means the rest, 99 in 100 with CPE inhibition below about 21%; further: strong numbers were not always called active
# PMI inhibitors – MPI enzyme activity inhibition – biochemical, fluorescence intensity, coupled assay, primary screen (AID 1209); purified PMI enzyme, coupled fluorescence intensity; higher % means a stronger effect; inhibition, % at 20 µM; hits with a dose series show IC50 in µM; hit rate 0.42% among 190,000;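 further: plate controls were DMSO vehicle for no effect and wells lacking substrate for full effect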
# human PMI inhibitors – human PMI inhibitors, high substrate, primary screen, biochemical, fluorescence intensity, high mannose 6-phosphate (AID 1220). inhibition, % at 20 µM, or IC50 in µM where a hit was titrated. recombinant PMI enzyme, coupled fluorescence intensity; higher % means a stronger effect. hit rate 0.66% among 190,000
# CSM14.1 death rescue – rescue of cells from ER stress-induced death, primary screen, 384-well, CSM14.1, thapsigargin, ATP luminescence (AID 1222). CSM14.1 thapsigargin-induced death rescue, ATP luminescence; higher % means a stronger effect. cellular ATP content (survival), % at 20 µM; hits with a dose series show EC50 in µM. 190,000 tested, under 10 active;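 active means EC50 below 50 µM in the dose-response confirmation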;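 further: death triggered by thapsigargin at about 15 µM added after 2 h compound pretreatment; cell ATP read after overnight thapsigargin exposure of roughly 18 to 22 hours; normalized against plate controls of thapsigargin alone and 5% DMSO vehicle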
# SV40 large T antigen – TAg ATPase/helicase activity blockers – biochemical (AID 1903) | SV40 large T antigen ATPase/helicase inhibition assay; higher % means a stronger effect | hit rate 0.39% among 310,000 | inhibition, % at 20 µM; hits with a dose series show IC50 in µM; in the data active means a potency from the dose series; inconclusive means inhibition mostly from about 32% at the one dose, without a potency; inactive means the rest, 99 in 100 with inhibition below about 32%; further: strong numbers were not always called active
# Salmonella PhoP GFP – inhibitors of PhoP regulon expression, primary screen, Salmonella Typhimurium, GFP reporter (AID 1863) | hit rate 0.16% among 300,000 | S. Typhimurium PhoP-regulated promoter GFP reporter, 4 h; higher % means a stronger effect | one-dose inhibition, % at 50 µM; IC50 in µM for titrated hits;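 active means inhibition over 29.93%, a cutoff 3 SD above the screen mean, later confirmed by dose response; inconclusive means inhibition over 29.93% but no dose response follow-up; inactive means inhibition at most 29.93% or unconfirmed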;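 further: 0% = low Mg2+ inducing control and 100% = high Mg2+ repressing control; strong numbers were not always called active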
# TNAP activators – human TNAP enzyme activators, primary screen, biochemical, luminescent, no phosphate acceptor, uHTS (AID 1001); hit rate 0.03% among 200,000; one-dose activation fold at 20 µM; EC50 in µM for titrated hits; purified TNAP, luminescent activation assay, no phosphate acceptor; higher activation fold means a stronger effect; in the data active means activation fold from about 3, or a potency from the dose series; inactive means the rest, 99 in 100 with activation fold below about 1.6; further: many of its hits are not listed in these tables
# West Nile antiviral – inhibition of WNV-induced cytopathic effect – cell-based, CPE readout (AID 1621). West Nile virus-infected cells, CPE inhibition; higher % means a stronger effect. one-dose CPE inhibition, % at 10 µM; IC50 in µM for titrated hits. hit rate 0.02% among 290,000; in the data active means a potency from the dose series; inconclusive means CPE inhibition mostly from about 3.7% at the one dose, without a potency; inactive means the rest, 99 in 100 with CPE inhibition below about 2.2%; further: strong numbers were not always called active
# Insulin prom up cell count – further read-out of Insulin prom up, marked with its call; cell count; measured here: cytotoxicity, nuclei count;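 total cells summed across four imaged fields per well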
# * hit, by the source's call; u = inconclusive; x = no result given. Unless noted, no stated cut-off is given here; in the data, active means inhibition above about 50%; inactive means the rest.
# Every second line gives: Insulin prom up	Insulin prom up cell count	RSV CPE inhibition	PMI inhibitors	human PMI inhibitors	CSM14.1 death rescue	SV40 large T antigen	Salmonella PhoP GFP	TNAP activators	West Nile antiviral
Cc1ccc([C@@H]2[C@@H]3C(=O)N(c4ccccc4)C(=O)[C@@H]3[C@]3(C)C(=O)N(Cc4ccc(-c5ccccc5)cc4)CC(=O)N23)o1
 : x	x	0.1%	x	x	x	21%	8%	x	-1.1%
Fc1cc2[nH]c(=S)[nH]c2cc1Cl
 : -0.19	1366	x	x	x	x	23%	0%	x	-0.3%
CCn1c(SCC(=O)c2ccccc2)nc2ccccc2c1=O
 : -0.53	1328	11%	-11%	1%	9.5%	7%	2%	1.1	-0.5%
COc1ccccc1C(=O)NNC(=O)C1CCCO1 (centres undefined)
 : x	x	1.0%	x	x	x	7%	4%	x	0.3%
CCn1c(SCC(=O)Nc2ccc(N(C)C)cc2)nnc1-c1cccc(C)c1
 : -0.56	1086	0.0%	5%	11%	-1.1%	34%	-1%	1.1	0.0%
Cc1cccc(C)c1OCc1nnc(SCC(=O)Nc2nccs2)o1
 : 0.85	957	0.9%	-2%	1%	-1.7%	5%	6%	0.8	0.8%
CCCC(c1nnnn1Cc1cccs1)N1CCN(C)CC1 (centres undefined)
 : 0.51	1416	-0.5%	2%	4%	1.7%	2%	-2%	1.1	0.2%
CCCC(CCC)C(=O)NC1CCN(Cc2ccccc2)CC1
 : 0.11	1400	0.3%	-12%	-10%	-1.0%	-3%	2%	1.1	-0.4%
CNc1nc(-c2cccs2)cc(C(F)(F)F)c1C#N
 : -0.27	1443	u	x	x	x	8%	-6%	x	0.0%
O=S(=O)(c1cnc(Cl)c(Br)c1)N1CCCCCC1
 : -0.17	1416	0.8%	-9%	-9%	-1.4%	14%	-14%	1.1	-0.6%
Cc1ccc(-n2c(-c3ccco3)nc3nc4ccccc4nc32)cc1
 : 0.89	1302	0.8%	-25%	-27%	-2.8%	1%	-2%	1.1	-0.4%
COc1ccc(OC)c(N(CC(=O)NCCSCc2ccco2)S(=O)(=O)c2ccc(OC)c(OC)c2)c1
 : x	x	3.7%	x	x	x	1%	-4%	x	1.2%
CC(=O)CC1(C)OC(N)=C(C#N)C1(C#N)C#N (centres undefined)
 : 0.49	1481	1.8%	5%	7%	-0.1%	6%	-1%	1	0.7%
COC(=O)CSc1nnc(-c2cccc(NC(=O)c3ccc(C)cc3)c2)n1C
 : 1.7	1087	0.4%	0%	-2%	-2.3%	4%	0%	1	0.2%
Cc1cc(C)nc(-n2cc(C(=O)c3cc(F)ccc3O)cn2)n1
 : -0.11	1280	4.9%	-1%	52%*	-1.9%	17%	-7%	0.8	0.1%

# Complete entries as entered above. Order of values: Insulin prom up, Insulin prom up cell count, RSV CPE inhibition, PMI inhibitors, human PMI inhibitors, CSM14.1 death rescue, SV40 large T antigen, Salmonella PhoP GFP, TNAP activators, West Nile antiviral
# Cc1ccc(-n2c(-c3ccco3)nc3nc4ccccc4nc32)cc1 reads 0.89, 1302, 0.8%, -25%, -27%, -2.8%, 1%, -2%, 1.1, -0.4%
# Fc1cc2[nH]c(=S)[nH]c2cc1Cl reads -0.19, 1366, x, x, x, x, 23%, 0%, x, -0.3%

# The results go on.
# Every second line gives: Insulin prom up	Insulin prom up cell count	RSV CPE inhibition	PMI inhibitors	human PMI inhibitors	CSM14.1 death rescue	SV40 large T antigen	Salmonella PhoP GFP	TNAP activators	West Nile antiviral
CCNC(=O)c1ccc2c(c1)C1C3CCC(C3)C1C(c1ccccc1)N2 (centres undefined)
 : -0.66	1466	15%	15%	7%	0.5%	7%	1%	1.1	-0.1%
CCOC(=O)C1CCc2sc(N)c(C#N)c21 (centres undefined)
 : 0.53	1273	0.2%	6%	0%	-2.9%	29%	8%	1.1	-0.3%
COc1ccccc1NC(=O)COc1ccc(C(=O)NC2CCCc3ccccc32)cc1OC (centres undefined)
 : 0.1	1393	2.5%	5%	6%	1.6%	12%	-8%	1.1	-0.2%
N=C1C(c2nc3ccccc3[nH]2)=C(O)CN1C1CCCCC1
 : -0.17	1040	x	x	x	x	4%	0%	x	-0.1%
CN(C)CC(=O)Nc1nc(-c2ccccc2)cs1
 : -0.45	833	2.9%	-5%	-7%	-1.0%	10%	39%	1.1	0.1%
O=C(N1CCOCC1)N1CCN(S(=O)(=O)c2ccc(Cl)cc2)CC1
 : x	x	-0.8%	x	x	x	5%	-2%	x	-0.4%
CCOc1cc(/C=C/c2ccc3cccc([N+](=O)[O-])c3n2)ccc1OCC(=O)N(C)C
 : -1.4	1374	2.0%	-8%	6%	1.2%	11%	-3%	1	-0.6%
Cc1ccc(C(C(=O)NC2CCCCC2)N(Cc2ccco2)C(=O)C2COc3ccccc3O2)o1 (centres undefined)
 : 0.54	841	0.1%	-1%	-3%	-3.4%	6%	-11%	1.1	-0.1%
COc1ccccc1N1CCN(C(CNS(=O)(=O)c2ccccc2)c2cccnc2)CC1 (centres undefined)
 : 0.91	962	0.2%	6%	7%	-1.2%	67%	35%	1.2	-0.3%
CC(=O)Nc1ccc(S(=O)(=O)Oc2cccc(/C=C3\SC(N)=NC3=O)c2)cc1
 : 0.06	1148	1.5%	13%	12%	0.1%	-1%	-4%	1.3	2.4%
O=C(O)c1[nH]c2ccccc2c1C(c1cc(Br)ccc1O)c1c(C(=O)O)[nH]c2ccccc12
 : x	x	-0.5%	x	x	x	-12%	-6%	x	-0.2%
OCC1(CCc2ccccc2)CCN(Cc2cc(F)ccc2-n2cccn2)CC1
 : x	x	-0.7%	18%	15%	-0.3%	17%	-2%	1	-0.7%
CC(C)(C)Cc1nnc(NC(=O)c2ccc([N+](=O)[O-])cc2)s1
 : -1.3	1132	1.6%	-7%	-8%	-0.4%	0%	-4%	1	-1.2%
Cc1c(C(=O)NC2CCCc3ccccc32)oc2ccc(S(=O)(=O)N3CCOCC3)cc12 (centres undefined)
 : -1.3	1073	1.1%	0%	7%	-1.0%	-7%	18%	1	0.9%
CCNc1ccc(C(=O)OCC(=O)c2cc(C)n(Cc3ccc4c(c3)OCO4)c2C)cc1[N+](=O)[O-]
 : 0.06	1342	8.4%	1%	3%	-0.4%	21%	-10%	1.1	-0.9%

# Next part
# Every second line gives: Insulin prom up	Insulin prom up cell count	RSV CPE inhibition	PMI inhibitors	human PMI inhibitors	CSM14.1 death rescue	SV40 large T antigen	Salmonella PhoP GFP	TNAP activators	West Nile antiviral
Cc1ccc(CSCc2ccc(C(=O)NC3CC3)o2)cc1
 : x	x	3.4%	x	x	x	12%	8%	x	-0.3%
COC(=O)[C@H](Cc1ccccc1)NC(=O)NCc1ccccc1OC
 : -0.27	932	0.4%	-5%	-9%	6.4%	16%	-11%	1	0.3%
Fc1ccc(COc2ccc(Cl)cc2/C=N/Nc2nc(N3CCCC3)nc(N3CCCC3)n2)cc1
 : -1	1048	1.0%	6%	-5%	6.8%	5%	3%	1.1	2.1%
Cc1ccc(-n2ncc3c(SCc4cccc(C)c4)ncnc32)cc1
 : -0.65	1306	4.9%	8%	1%	2.3%	8%	-5%	1.1	0.8%
Cc1ccc(-n2c(Cc3cccn3C)nnc2SCC(=O)Nc2cc(C)on2)cc1
 : -0.11	1653	-0.7%	-12%	-14%	-0.5%	-2%	-16%	1.1	0.2%
O=S(=O)(c1ccccc1)c1nc(NCc2cccnc2)sc1Cl
 : -0.11	1288	15%	-14%	-6%	0.7%	10%	1%	1.2	-1.5%
COc1ccc(OC)c(NC(=S)NCCCN2CCOCC2)c1
 : 0.33	1195	1.7%	-4%	6%	-3.5%	9%	46%	1.1	-0.1%
O=C(OCC(=O)N1CCOCC1)c1ccccc1Br
 : x	x	1.1%	x	x	x	7%	-3%	x	-0.4%
O=C(COc1cccc2cccnc12)N/N=C1\SCC(=O)N1Cc1ccccc1
 : x	x	3.4%	5%	4%	-1.3%	-1%	2%	1	-0.4%
Cc1c(-n2c(-c3ccccc3)nc3ccccc3c2=O)c(=O)n(-c2ccccc2)n1C
 : -0.14	1621	0.3%	6%	6%	0.4%	5%	3%	1.1	-0.9%
Cc1ccc2oc(C(=O)N3CCC(O)(c4cccc(C(F)(F)F)c4)CC3)c(C)c2c1
 : x	x	4.2%	x	x	x	-3%	12%	x	-1.4%
CC1(C)CC(=O)c2cc(OCC(=O)N3CCCCCC3)ccc2O1
 : -0.93	1352	x	-4%	-4%	0.0%	24%	-8%	1.1	0.6%
O=C(NCC1CCCCC1)C12CN(Cc3ccccc3)CC1C(c1cccc([N+](=O)[O-])c1)=NO2 (centres undefined)
 : -0.39	1973	6.6%	23%	16%	-3.2%	9%	-1%	1	-1.8%
Cc1cc(C)cc(CC2CC(=O)N(c3ccc([N+](=O)[O-])cc3)C2=O)c1 (centres undefined)
 : x	x	1.9%	x	x	x	7%	-2%	x	-0.2%
CC(=O)Nc1cc2cc(NS(=O)(=O)c3ccc(C)cc3)ccc2oc1=O
 : -0.24	976	1.9%	x	x	x	20%	-10%	x	0.3%

# Other structures.
# Every second line gives: Insulin prom up	Insulin prom up cell count	RSV CPE inhibition	PMI inhibitors	human PMI inhibitors	CSM14.1 death rescue	SV40 large T antigen	Salmonella PhoP GFP	TNAP activators	West Nile antiviral
COc1cccc(CNc2nc(SC)ncc2CO)c1
 : 0.84	1286	1.3%	-3%	4%	1.1%	4%	-4%	1.1	-1.1%
COc1cccc(-n2c(SCc3c(C)noc3C)nnc2-c2cccc(S(=O)(=O)N(C)C)c2)c1
 : -0.18	1071	2.2%	1%	-4%	-0.8%	9%	6%	1.1	-0.2%
Cc1ccc(-c2cnco2)cc1
 : -0.12	1489	0.7%	x	x	x	2%	-2%	x	0.3%
COc1ccc(-c2cc(C)no2)cc1S(=O)(=O)NCCc1ccco1
 : x	x	0.5%	x	x	x	12%	-1%	x	-0.3%
COc1ccc(-n2c(Cc3cccn3C)nnc2SCC(=O)Nc2cccc(Cl)c2)cc1
 : 0.16	2089	1.2%	9%	6%	-0.5%	1%	-3%	1.1	-0.7%
Oc1ccccc1/C=N/[n+]1ccccc1
 : 0.15	1036	0.4%	x	x	x	25%	-7%	x	0.1%
C#CCOc1ccc(Cl)cc1/C=N/O
 : 0.98	1060	2.1%	-11%	-8%	x	11%	40%	0.9	-0.7%
Cc1ccc(C(=O)OCC(=O)N2CC(C)CC(C)C2)cc1S(=O)(=O)N1CCOCC1 (centres undefined)
 : x	x	1.6%	x	x	x	0%	-7%	x	0.1%
O=C1CN(C(=O)CSc2nc3ccccc3c(=O)n2CC2CCCO2)c2ccccc2N1 (centres undefined)
 : x	x	-1.2%	7%	8%	-2.6%	5%	-7%	1.1	-0.7%
O=C(C1CC(=O)N(C2CCCC2)C1)N1CCN(c2ccccc2)CC1 (centres undefined)
 : x	x	3.6%	x	x	x	14%	0%	x	0.7%
CNC(=O)c1ccc(Oc2ccc(C(=O)NC)cc2)cc1
 : 0.86	1332	2.0%	7%	5%	-1.9%	1%	-19%	1.1	0.2%
CC1CC(C)CN(S(=O)(=O)N2CCCC(C(=O)NCCCN3CCCCC3C)C2)C1 (centres undefined)
 : x	x	-0.5%	x	x	x	12%	0%	x	-0.2%

# Screening data deposited in PubChem BioAssay by several laboratories.
